# Glyco luc inh: increase of ERlucT glycosylation luciferase signal, primary screen, N-linked glycosylation inhibitor project, D54 ERlucT cells, luminescence, set 2; hit rate 0.23% among 360,000; AID 588692, 2011; reporter increase, % at 12.5 µM; D54 ERlucT glycosylation luciferase reporter, 24 h; percent of 100 nM tunicamycin response;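 active = mean luciferase reporter signal, scaled so untreated is 0 and the glycosylation-blocking control 100, at or above a set limit in every replicate; inconclusive = mean reaches the limit but not every replicate does; inactive = mean below the limit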;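 note: luciferase carries N-glycosylation sites so blocking glycosylation raises the light; 0% = median of neutral control wells and 100% = median of 100 nM tunicamycin wells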
# ABCB6 inh 2: ABCB6 transporter inhibitors, primary screen, K562-ABCB6 cells, flow cytometry, MLPCN library; ATP-binding cassette sub-family B member 6 (Homo sapiens), Q9NP58; K562-ABCB6 porphyrin accumulation, 1 h; stronger effect = lower value; fluorescence ratio to DMSO, % at 10 µM; hit rate 0.19% among 360,000; AID 602162, 2011;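 active = fluorescence ratio to DMSO below 75%, the collection mean minus 3 SD; inconclusive = too few cells collected in the well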;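 note: signal is porphyrin accumulated inside mitochondria; 100% equals median channel fluorescence of DMSO control wells; lower ratio means ABCB6 inhibition with less porphyrin fluorescence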
# NCOA2 inhibitor: inhibition of GAL4-SRC2 driven luciferase reporter, primary screen, SRC2 inhibitor project, cell-based, luminescence. inhibition, % at 9 µM. HEK293 GAL4-SRC2 luciferase reporter. hit rate 0.17% among 370,000. Nuclear receptor coactivator 2 (Homo sapiens), Q15596;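 active = inhibition above the mean inhibition of all tested compounds plus 3 SD, set per campaign, cut at about 52% in these data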;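 note: 0% = DMSO treated cells and 100% = cells given Gossypol at 36 µM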
# MC4R antagonist: MC4R antagonists of cAMP signaling, primary screen, cell-based, TR-FRET, antagonist arm of biased-ligand search. Melanocortin receptor 4 (Homo sapiens), P32245. MC4R-expressing cells, MTII-stimulated cAMP, LANCE TR-FRET. inhibition, % at 6.5 µM. hit rate 0.48% among 360,000;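 active = inhibition above its plate's cutoff, the mean of tested wells on that plate plus 3 SD, cut at about 29% in these data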;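 note: 0% = Melanotan II alone and 100% = Melanotan II plus saturating MCL0020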
#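 material = U2OS cells stably expressing human melanocortin 4 receptor (MC4R) | also added = Melanotan II challenge | dosing = single nominal compound dose of 6.5 µM | detection = TR-FRET with Eu-cAMP and labeled anti-cAMP, 671 nm | replication = singlicate | timing = compound 30 min, challenge 1 h, detection 1 h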
# ABHD5 PLIN5 PPI: ABHD5-PLIN5 interaction inhibitors, primary screen, cell lysate, split luciferase complementation, luminescence; Split G. princeps luciferase complementation, 4 h; hit rate 0.78% among 360,000; AID 602281, 2012; inhibition, % at 4 µM; Perilipin-5 (Homo sapiens) + 1-acylglycerol-3-phosphate O-acyltransferase ABHD5 (Homo …;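 active = inhibition above the mean inhibition across every tested compound plus 3 SD, cut at about 22% in these data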;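 note: 0% = DMSO only wells and the 100% control is not disclosed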
# HTR2A ag: mouse Htr2a agonists via beta-arrestin recruitment, primary screen, cell-based, luminescence; 5-hydroxytryptamine receptor 2A (Mus musculus), P35363; CHO-K1 mHTR2A beta-arrestin complementation; percent of 30 µM serotonin response; activation, % at 7.6 µM; hit rate 0.66% among 360,000; AID 624169, 2012;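 active = activation above a run cutoff, the mean activation of all tested compounds plus 3 SD, cut at about 14% in these data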;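 note: 0% = plate median of compound wells and 100% = 30 µM serotonin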
# NOD2 RIPK2 PPI: NOD2-RIPK2 binding disruptors in cells, primary screen, fluorescence, CHO cells, BLA complementation; hit rate 0.38% among 360,000; inhibition, % at 4.98 µM; CCF4 ratio; AID 624267, 2012; Receptor-interacting serine/threonine-protein kinase 2 (Homo sapiens), O43353; in the data active = inhibition above about 21%;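 note: 0% = vehicle only and 100% = reference blocker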
# Cardio protect: cardioprotection against H2O2-induced cell death, primary screen, uHTS, H9c2 cells, ATPLite luminescence; H9c2 cardiomyocytes, H2O2 injury protection, 2 h; protection from H2O2 cell death, % at 20 µM; hit rate 0.63% among 360,000; AID 588492, 2011;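 active = compounds giving at least 50% protection of heart cells from peroxide-induced death in the single-dose screen, raw or plate-pattern-corrected value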;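 note: 0% = DMSO wells with peroxide and 100% = DMSO wells without peroxide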
# TLR9-MyD88 block: inhibitors of TLR9-MyD88 association in cells, primary screen, cell-based, CHO, BLA complementation, fluorescence. inhibition, % at 4.98 µM. CCF4 FRET ratio. Toll-like receptor 9 (Homo sapiens) + Myeloid differentiation primary response protein …. hit rate 0.21% among 340,000;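 active = inhibition above the mean over all tested compounds plus 3 SD, cut at about 21% in these data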;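 note: 0% = DMSO only wells and 100% = clavulanate BLA inhibitor control wells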
# Target sequence (Q99836 whole entry, looked up): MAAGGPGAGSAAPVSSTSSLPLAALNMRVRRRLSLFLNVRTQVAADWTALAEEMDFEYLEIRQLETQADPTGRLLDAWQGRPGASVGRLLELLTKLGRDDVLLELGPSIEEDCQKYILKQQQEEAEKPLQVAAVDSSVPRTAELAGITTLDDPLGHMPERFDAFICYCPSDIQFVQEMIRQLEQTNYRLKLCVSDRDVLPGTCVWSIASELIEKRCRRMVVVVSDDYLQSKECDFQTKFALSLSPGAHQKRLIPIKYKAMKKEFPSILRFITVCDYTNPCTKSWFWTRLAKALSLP
# Target sequence (Q9NR96 whole entry, looked up): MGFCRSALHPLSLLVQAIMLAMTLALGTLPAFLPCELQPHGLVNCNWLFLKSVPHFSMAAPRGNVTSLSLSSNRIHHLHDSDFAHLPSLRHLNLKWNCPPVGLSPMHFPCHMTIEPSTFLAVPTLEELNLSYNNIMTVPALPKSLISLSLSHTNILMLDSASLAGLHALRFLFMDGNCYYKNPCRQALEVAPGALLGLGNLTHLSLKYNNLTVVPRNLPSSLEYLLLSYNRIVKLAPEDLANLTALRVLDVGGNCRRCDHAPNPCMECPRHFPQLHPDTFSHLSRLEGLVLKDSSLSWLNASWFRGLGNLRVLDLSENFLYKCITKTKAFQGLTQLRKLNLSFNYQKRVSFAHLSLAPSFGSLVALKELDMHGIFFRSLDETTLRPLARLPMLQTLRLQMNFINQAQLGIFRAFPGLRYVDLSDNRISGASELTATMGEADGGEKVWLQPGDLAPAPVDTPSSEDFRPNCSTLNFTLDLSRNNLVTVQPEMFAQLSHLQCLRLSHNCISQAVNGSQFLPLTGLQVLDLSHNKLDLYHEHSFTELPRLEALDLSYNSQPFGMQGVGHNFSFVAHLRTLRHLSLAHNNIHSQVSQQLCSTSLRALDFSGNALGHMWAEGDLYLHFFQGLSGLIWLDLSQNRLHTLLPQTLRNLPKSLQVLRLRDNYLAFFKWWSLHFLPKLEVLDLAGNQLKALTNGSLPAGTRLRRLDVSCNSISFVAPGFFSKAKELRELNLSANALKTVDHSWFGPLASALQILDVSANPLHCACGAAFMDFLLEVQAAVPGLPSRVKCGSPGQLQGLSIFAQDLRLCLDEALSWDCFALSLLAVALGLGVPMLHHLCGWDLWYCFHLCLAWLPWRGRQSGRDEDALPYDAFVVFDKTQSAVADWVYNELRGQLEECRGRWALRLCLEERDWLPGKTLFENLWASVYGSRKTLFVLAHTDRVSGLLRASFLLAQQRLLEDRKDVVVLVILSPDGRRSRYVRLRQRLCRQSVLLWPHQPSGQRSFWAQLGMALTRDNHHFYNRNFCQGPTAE
# MC4R barr agon: MC4R agonists recruiting beta-arrestin, primary screen, cell-based, luminescence, agonist arm of biased-ligand search; hit rate 0.98% among 360,000; U2OS MC4R beta-arrestin complementation; percent of melanotan II response, DMSO zero; activation, % at 8.9 µM; Melanocortin receptor 4 (Homo sapiens), P32245;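 active = activation above a per-plate cutoff, the mean activation of sample wells on that plate plus 3 SD, cut at about 8% in these data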
# * marks the source's active call; other numbers are inactive results; ? = inconclusive; . = no result given.
SMILES,Glyco luc inh,ABCB6 inh 2,NCOA2 inhibitor,MC4R antagonist,ABHD5 PLIN5 PPI,HTR2A ag,NOD2 RIPK2 PPI,Cardio protect,TLR9-MyD88 block,MC4R barr agon
Cc1cc(C)cc(OCC(=O)N2Cc3ccccc3CC2C(=O)O)c1 (centres undefined),1.3,100.0,3.6,25.0,-0.4,-2.4,-10.1,4.3,2.1,-2.2
Nc1ccccc1/C=C/c1ccccc1N,-2.2,98.0,-40.8,-2.5,-7.5,4.0,6.4,-0.5,3.7,1.5
Cc1ccnc(Nc2nc(-c3ccc(F)cc3)cs2)c1,-5.2,100.0,-21.0,-2.5,-3.0,-3.0,-10.8,-8.2,-0.2,1.3
O=C(O)C1Cc2ccccc2CN1S(=O)(=O)c1ccc(Cl)cc1 (centres undefined),1.1,101.0,0.0,7.4,-1.7,1.1,-0.5,-0.2,0.3,1.6
CC/C(C)=C1\SC(N2CCOCC2)=NC1=O,-0.4,193.0,5.3,-0.6,4.3,7.1,-9.7,7.4,3.6,0.3
Cc1cc(C(=O)CSc2nn3c(=O)c(C(C)(C)C)nnc3s2)c(C)n1C1CC1,4.9,99.0,-24.8,13.0,-4.5,5.0,-0.5,7.2,-2.5,-0.6
CCn1c(-c2ccccc2Cl)nn(CC(=O)Nc2ccccc2OC)c1=S,-0.9,92.0,10.1,-0.8,1.0,-1.6,-10.1,3.4,-2.5,-1.3
CC1Sc2ccc(S(=O)(=O)N(C)Cc3ccccc3)cc2NC1=O (centres undefined),-3.9,90.0,-1.8,4.7,7.8,-3.2,0.2,-2.4,-5.1,-3.0
COc1ccc(NC(=O)C2(c3ccc(NC(=O)c4ccc(C)cc4)cc3)CCCC2)cc1,0.1,105.0,-1.3,9.3,2.4,-1.3,-9.9,-0.2,-4.5,-1.5
O=C(NCC(c1cccs1)N1CCOCC1)c1cccc([N+](=O)[O-])c1 (centres undefined),-2.2,107.0,12.8,-2.7,-0.6,-1.8,-8.9,15.7,-7.2,-1.5
CC(Cc1cccs1)NC(=S)Nc1ccc(Cl)cc1 (centres undefined),-1.1,101.0,8.5,2.8,-3.8,-4.1,-10.2,-18.9,-5.1,7.2
O=C(NNC(=O)c1cc2cc3ccccc3nc2s1)c1cccc(Cl)c1,1.1,88.0,3.0,-1.7,12.5,12.4,-8.0,-8.0,0.1,1.3
Cc1ccc(OCCNc2ccc(S(=O)(=O)N3CCCC3)cn2)cc1,-2.1,96.0,-20.8,3.7,-9.8,-4.9,-2.3,-1.5,-0.8,-2.3
C/C(Cn1cnc([N+](=O)[O-])n1)=N\NC(=O)c1cccc(F)c1,1.3,97.0,-112.0,-1.1,-6.2,1.8,-3.3,3.8,-6.8,0.9
N#Cc1c(-c2ccccc2)c(-c2ccccc2)nn(CC(=O)NNC(=O)Nc2ccccc2)c1=O,?,99.0,-16.9,-2.8,4.7,-5.2,3.2,-5.8,-2.7,-2.0
N#CCOc1nc(N2CCCC2)nc(N2CCCC2)n1,0.7,90.0,8.6,3.4,0.0,5.8,-1.4,-4.3,-4.0,-0.6
CCc1cccc(CC)c1N1C(=O)c2cc(N3CCOCC3)c([N+](=O)[O-])cc2C1=O,-0.6,95.0,3.4,-6.2,-5.0,-1.0,-6.4,-0.7,12.3,-2.2
COc1ccccc1-n1cnnc1SCC(=O)N1CCN(S(=O)(=O)c2ccccc2)CC1,-0.6,96.0,-17.4,-1.4,-3.4,4.4,1.6,10.4,8.7,-0.9
CCOc1ccccc1NC(=S)Nc1ccc2cn[nH]c2c1,-0.7,95.0,18.0,19.9,11.9,4.3,-10.1,-9.7,3.4,-0.3
COc1ccccc1OCC(=O)Nc1cccc(-c2nnc(-c3ccco3)o2)c1,-2.0,93.0,-14.7,1.6,-1.5,-1.3,-6.0,64.3*,6.9,0.9
CCOC(=O)C1=C(c2ccccc2)OC(N)=C(C#N)C1c1cccnc1 (centres undefined),2.8,99.0,-12.8,2.4,0.4,0.3,3.8,15.9,1.4,-2.7
Cc1ccc2c(CSc3nncn3C)cc(=O)oc2c1C,2.1,100.0,-24.9,-4.3,-6.7,4.0,-4.0,3.0,2.4,-1.5
CC(C)(C)n1ncc2c(=O)n(Cc3cccc(Cl)c3)cnc21,7.3,98.0,-10.1,-3.4,-4.7,-8.4,4.8,-6.1,5.0,-1.4
Cn1c(Sc2ccc(Cl)cc2)c(C=O)c2ccccc21,-12.3,92.0,39.0,-5.7,10.1,-6.7,2.0,-9.7,4.3,0.0
Cc1ccc(-c2cc3c(N=O)c4ccccc4c-3n[nH]2)cc1,-21.2,98.0,61.3*,-9.3,-2.0,-1.0,-1.7,-10.7,2.4,0.4

# Only Cardio protect, for 3 of the compounds above:
structure	Cardio protect
CC1Sc2ccc(S(=O)(=O)N(C)Cc3ccccc3)cc2NC1=O (centres undefined)	-2.4
COc1ccc(NC(=O)C2(c3ccc(NC(=O)c4ccc(C)cc4)cc3)CCCC2)cc1	-0.2
O=C(NCC(c1cccs1)N1CCOCC1)c1cccc([N+](=O)[O-])c1 (centres undefined)	15.7

# Following part.
SMILES,Glyco luc inh,ABCB6 inh 2,NCOA2 inhibitor,MC4R antagonist,ABHD5 PLIN5 PPI,HTR2A ag,NOD2 RIPK2 PPI,Cardio protect,TLR9-MyD88 block,MC4R barr agon
COc1cc2c(c(OC)c1OC)-c1c(cc3c(c1O)OCO3)C[C@@H](C)[C@@H](C)C2,-1.5,93.0,-1.7,7.9,-7.7,-1.6,9.0,-3.9,3.2,1.6
Cc1nc(N2CCC(C)CC2)c2c(C)c(C(=O)Nc3cccc(C(F)(F)F)c3)sc2n1,-5.4,97.0,-33.9,9.8,2.9,-2.9,-15.4,-17.7,12.4,2.5
COc1ccc([N+](=O)[O-])cc1NC(=O)C(C)c1ccccc1 (centres undefined),-1.1,99.0,-3.0,-1.4,-6.6,-6.4,-5.3,1.7,12.7,-1.0
CCc1ccc(C(=O)NNC(=O)C2CC(=O)N(Cc3ccccc3)C2)cc1 (centres undefined),-1.1,92.0,18.9,1.5,-0.8,-2.9,1.7,0.7,6.5,-2.0
O=C(COC(=O)Cc1c(F)cccc1Cl)NC1CCS(=O)(=O)C1 (centres undefined),-2.7,101.0,16.9,4.1,7.9,4.1,-12.5,1.8,3.2,1.4
CCSc1nc2c([nH]1)c(=O)n(C)c(=S)n2C,3.0,95.0,17.4,3.6,1.4,0.1,-7.6,11.9,-3.5,-1.0
CCOC(=O)C(=O)N(C)c1c(CC)nc2c(OCc3ccc(OC(F)F)cc3)cccn12,2.7,92.0,18.5,0.7,-4.4,-4.4,2.9,-0.7,.,-0.4
C=CCOc1ccccc1CN1CCCCCC1,-1.3,100.0,6.3,7.7,13.2,5.8,-1.6,-2.2,-8.3,-2.0
O=C(CSc1nc2ccccc2c(=O)n1CC1CCCO1)NCc1ccccc1 (centres undefined),-0.8,85.0,-17.1,2.6,2.0,-8.0,-22.1,-1.6,3.1,-2.1
Cc1ccc(CNC(=O)CC(C)S(=O)(=O)c2ccc3c(c2)NC(=O)CO3)cc1 (centres undefined),0.1,96.0,9.1,-0.3,-5.2,-1.5,-9.6,-4.7,-0.1,-0.9
COc1ccc(S(=O)(=O)N2CCN(C(=O)c3cc4c(s3)CCC4)CC2)cc1,0.3,98.0,-1.3,-1.3,5.2,-6.6,-6.0,-7.4,-8.5,-1.8
CC(=O)C[C@H]1c2cc(C(F)(F)F)ccc2S(=O)(=O)N1C1CCCC1,0.7,98.0,2.2,-1.7,7.2,2.9,5.1,-4.5,0.5,1.7
CC(=O)OCC(=O)[C@H]1CC[C@H]2[C@@H]3CCC4=CC(=O)CC[C@]4(C)[C@H]3CC[C@]12C,-1.2,98.0,-7.7,7.4,-3.5,0.6,2.4,-7.1,-12.1,-0.2
Cc1c(O[C@@H]2O[C@H](CO)[C@@H](O)[C@H](O)[C@H]2O)ccc2c1oc(=O)c1ccccc12,-0.7,96.0,1.8,1.4,-0.9,2.5,6.0,28.8,3.9,-0.8
NC1=NC(=O)CC(C(=O)NCc2ccccc2)S1 (centres undefined),1.3,95.0,-4.2,17.0,-0.8,4.2,3.3,4.3,1.4,-0.7
Cc1ccccc1-c1cccc([C@@H]2C[C@H]3[C@H](CON3C)CN2Cc2ccccc2)c1,-2.5,100.0,20.4,11.9,-10.1,-9.4,-8.0,-13.8,7.8,-0.3
C=CCNC(=O)C1CCC(=O)N1S(=O)(=O)c1ccc(C)cc1 (centres undefined),0.4,100.0,5.8,-1.6,0.8,2.4,-2.4,-0.1,-6.9,-0.9
COc1ccc(C(=O)CCC(=O)Nc2cccnc2)c(OC)c1,-0.5,106.0,-12.3,16.5,-5.3,-2.1,-3.6,2.5,-1.0,-0.8
COc1ccc(/C=N/N2CCOCC2)cc1Cn1nc(C)c([N+](=O)[O-])c1C,0.7,89.0,-4.0,-5.3,-5.9,3.5,0.7,2.9,13.2,1.1
CN(C)Cc1csc(Nc2ccc(C(=O)c3ccccc3)cc2)n1,-6.5,100.0,27.8,15.9,-2.8,-6.9,-13.0,3.6,.,1.1
CC(C)(C)c1ccc(C(=O)OCCN2CCCCC2)cc1,-0.9,96.0,-0.6,8.9,1.7,-9.1,-156.5,-10.4,-4.4,1.1

# Three structures out of the list, ordered by molecular weight, ascending:
SMILES,Glyco luc inh,ABCB6 inh 2,NCOA2 inhibitor,MC4R antagonist,ABHD5 PLIN5 PPI,HTR2A ag,NOD2 RIPK2 PPI,Cardio protect,TLR9-MyD88 block,MC4R barr agon
NC1=NC(=O)CC(C(=O)NCc2ccccc2)S1 (centres undefined),1.3,95.0,-4.2,17.0,-0.8,4.2,3.3,4.3,1.4,-0.7
COc1ccc(C(=O)CCC(=O)Nc2cccnc2)c(OC)c1,-0.5,106.0,-12.3,16.5,-5.3,-2.1,-3.6,2.5,-1.0,-0.8
CC(=O)OCC(=O)[C@H]1CC[C@H]2[C@@H]3CCC4=CC(=O)CC[C@]4(C)[C@H]3CC[C@]12C,-1.2,98.0,-7.7,7.4,-3.5,0.6,2.4,-7.1,-12.1,-0.2

# Assay outcomes: PubChem, several laboratories

# These rows are one share of the data; count on the stated rates, not on these rows.
